P. falciparum M17LAP: P. falciparum M17LAP inhibitors, primary screen, biochemical, fluorogenic H-Leu-NHMec substrate, 1536-well (AID 1619) | recombinant M17LAP, H-Leu-NHMec fluorogenic kinetic assay; higher % means a stronger effect | inhibition, % at 30 µM; hits with a dose series show IC50 in µM | 220,000 tested, 0.38% active;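 active means compound inhibiting the enzyme by more than half at any dose during confirmatory dose-response retesting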;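 further: plate controls were full reaction with DMSO carrier for no effect and no enzyme background for full effect; strong numbers were not always called active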
P. falciparum M1AAP: malaria alanyl aminopeptidase activity blockers – biochemical, fluorogenic H-Leu-NHMec substrate, 1536-well (AID 1445) | recombinant M1AAP, H-Leu-NHMec fluorogenic kinetic assay; higher % means a stronger effect | inhibition, % at 30 µM, or IC50 in µM where a hit was titrated | 220,000 tested, 0.42% active;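 active means primary inhibition above the hit cutoff, then over 50% inhibition at one or more dose response concentrations, cut at about 23% in these data, passing the limit was not always enough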;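 further: plate controls were DMSO full reaction for no effect and no enzyme background for full effect; strong numbers were not always called active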
Autophagy HCS: autophagy modulation, high-content screen; MEF GFP-LC3 puncta imaging; test concentration mostly 10 µM; calls only at 10 µM (by protocol); 190,000 tested, 0.98% active; AID 463193;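 active means percentage of spot-positive cells more than 3 SD above its plate mean, without a fluorescence outlier flag or 80% toxicity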;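 further: spot-positive cell cutoff set from DMSO-treated cells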
WT yeast gro inh: growth inhibition of WT yeast, mitochondrial fusion screen | mitochondrial fusion phenotypic screen, WT strain | inhibition, % at 10 µM | 190,000 tested, 2.1% active | AID 1362; in the data active means inhibition above about 58%; tested in S. cerevisiae
Yfh1-off respiration: mitochondrial function rescue without frataxin homolog – Friedreich's ataxia, plus single-dose screen, dose response (AID 1465); S. cerevisiae Yfh1-off respiration, WST-1 reduction, 72 h; higher fold induction means a stronger effect; fold induction at 50 µM; hits with a dose series show EC50 in µM; 220,000 tested, 0.074% active;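 active means fold induction of absorbance versus untreated yeast above a set limit, then at least 30% activation at any dose in follow-up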;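 further: activators that raise dye reduction in frataxin-depleted yeast; strong numbers were not always called active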
MT stabilize HCS: microtubule stabilizers in HeLa cells | HeLa tubulin immunostaining HCS, 24 h; share of cells brighter than vehicle mean+2SD | % tubulin-high responders, % at 10 µM | AID 2205 | 200,000 tested, 0.83% active;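 active means plate Z-score above 3 for both tubulin-high and condensed-nucleus cell shares, with cell loss under 80%, at 10 µM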;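 further: anti alpha tubulin signal scored within the nucleus-defined area of each cell; some results filed as inactive read as strong as hits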
T cell modulator: modulates CD8 T cell binding to vesicles | 2C CD8+ T cell-vesicle binding, flow cytometry; stronger effect = lower value | 330,000 tested, 0.068% active | AID 2052 | calls only at 7 µM;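 active means response, share of CD8 T cells binding vesicles, and their 90th percentile fluorescence all below set limits, cut at about 80% in these data, passing the limit was not always enough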
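material = purified 2C TCR transgenic mouse naive CD8+ T cells | controls = Unloaded micro-vesicles (low), QL9 vesicles with 0.7% DMSO (high) | detection = cytometric PE anti-B7-1 and Alexa647 anti-CD8 signals after 1% paraformaldehyde fixation | incubation = binding step 1.5 h, 37 °C, antibody labelling 20 min, ice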
bCat nuc transl: modulators of beta-catenin nuclear translocation | HeLa beta-catenin nuclear translocation, immunofluorescence imaging | nuclear translocation activity, % at 5 µM | 190,000 tested, 0.3% active;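 active means nuclear translocation activity above 50% at 5 µM, with a well cell count of 50 or more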;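 further: per-cell ratio of nuclear to cytoplasmic median beta-catenin stain intensity; plate controls were DMSO negative control for no effect and GSK-3 inhibitor IX positive control for full effect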
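test system = HeLa cells, endogenous beta-catenin | dosing = single 5 µM dose plus 0.02–20 µM confirmation series | times = compound treatment 24 h, 37°C, 5% CO2 | technique = beta-catenin immunofluorescence imaging with DAPI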
Dynein transport: dynein cargo transport inhibition; 3617.4 mouse cells, GR-EGFP nuclear translocation imaging; test concentration mostly 20 µM; stimulated with dexamethasone, 1 µM; stronger effect = lower value; z-score, hits read low; 220,000 tested, 0.47% active; AID 1381;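 active means plate z-score of nuclear minus cytoplasmic receptor signal below a set negative limit, without overly bright fluorescence or cell loss, cut at about -3.5 in these data, passing the limit was not always enough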;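 further: z-score of nuclear minus cytoplasmic ring GR-EGFP intensity difference per well; some compounds called inactive have numbers as strong as hits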
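Buffer or medium – tet-free medium with charcoal-stripped serum · Signal – automated 10x imaging of fixed Hoechst-stained cells · Also added – dexamethasone agonist, 1.0 µM final, for 30 min · Incubation – induction 48 h, compound 1 h, agonist 30 min · Read-out – GR-EGFP nuclear translocation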
WT yeast gro inh mutant strain: second read-out of WT yeast gro inh, no call of its own (marks repeat the call); inhibition, %; mitochondrial fusion phenotypic screen, mutant strain inhibition
Dynein transport cytoplasmic EGFP: second read-out of Dynein transport, no call of its own (marks repeat the call); z-score; measured here: cytoplasmic GR-EGFP intensity; stronger effect = higher value
Dynein transport nuclear GR-EGFP: recorded beside Dynein transport, whose call it bears; z-score; measured here: nuclear GR-EGFP intensity;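 lower value marks the stronger effect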
Dynein transport cell count: recorded beside Dynein transport, whose call it bears; z-score; measured here: cell count per field
bCat nuc transl cell count 5 µM: further read-out of bCat nuc transl, marked with its call; cell count; measured here: cell count, cytotoxicity flag
T cell modulator vesicle-bound %: further read-out of T cell modulator, marked with its call; double positive events, %; measured here: CD8+ vesicle-bound cell fraction;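 binding gate set so that unloaded-vesicle control wells show 10% double positive cells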
MT stabilize HCS Hoechst-high %: also measured in MT stabilize HCS; calls as there; % Hoechst-high responders; measured here: nuclear condensation Hoechst responders;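 share of cells brighter than vehicle mean plus two SD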
MT stabilize HCS cytotoxicity %: second read-out of MT stabilize HCS, no call of its own (marks repeat the call); toxicity, %; measured here: cytotoxicity by cell density;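 0% = mean cell density of plate MIN control wells and 100% = no cells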
Autophagy HCS cell loss 18 h: also measured in Autophagy HCS; calls as there; toxicity, %; measured here: cell loss, nuclei count;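 cell loss after 18 h compound exposure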
* hit, by the source's call; i = inactive; · = no result given.

#	SMILES	Autophagy HCS cell loss 18 h	Dynein transport cell count	WT yeast gro inh	Autophagy HCS	Dynein transport cytoplasmic EGFP	Dynein transport nuclear GR-EGFP	Dynein transport	P. falciparum M17LAP	WT yeast gro inh mutant strain	T cell modulator vesicle-bound %	MT stabilize HCS cytotoxicity %	P. falciparum M1AAP	bCat nuc transl cell count 5 µM	Yfh1-off respiration	MT stabilize HCS Hoechst-high %	bCat nuc transl	T cell modulator	MT stabilize HCS
1	N#Cc1c(NC(=O)CCCN2C(=O)c3ccccc3C2=O)oc(-c2ccccc2)c1-c1ccccc1	15	1.2	-3	i	0.061	-0.24	-0.66	-8%	-2	22	7.6	11%	898	i	0.7	-5.0	i	1.2
2	CCOC(=O)c1c(-c2ccc(C)o2)csc1NC(=O)CN1CCCCC1	-4	-2.1*	83*	i	1.1*	-1.9*	-4.6*	-2%	76*	8	6.0	1%	953	i	1.5	-0.5	i	3.1
3	Cc1noc(C)c1NC(=O)NC(c1ccccc1)c1ccccc1	·	-0.19	·	·	-0.26	0.12	0.55	13%	·	53	·	7%	1231	i	·	0.3	i	·
4	Cc1nn(-c2ccccc2)c2sc(C(=O)NC3CCCCC3)cc12	3	-0.19	9	i	-0.16	0.069	0.45	-4%	24	·	9.1	3%	1125	i	1.1	-3.2	·	0.8
5	CCOC(=O)N1CCC(Nc2ccc3nnc(-c4ccccc4)n3n2)CC1	3	0.056	2	i	-0.17	0.12	-0.041	6%	4	32	3.0	9%	·	i	3.8	·	i	2.2
6	CCOC(=O)N1CCC(N(CCN(C)C)C(=S)Nc2ccccc2OCC)CC1	1	-0.19	-8	i	-0.18	0.035	0.27	-3%	-4	56	8.6	5%	1033	i	2.0	1.1	i	4.3
7	O=C(CSCc1c(Cl)cccc1Cl)NCc1cccnc1	-1	0.36	4	i	-0.24	-0.35	-0.098	11%	-16	19	3.7	4%	1311	i	1.0	0.8	i	2.1
8	CCOC(=O)Cn1c(=O)oc2cc(S(=O)(=O)NCCc3ccc(C)cc3)ccc21	·	0.61	-2	·	-0.27	-0.47	-1.1	12%	20	33	5.2	-3%	1127	i	1.8	-2.2	i	4.9
9	CCCCN(C(=O)NC(=O)Nc1ccccc1OC)S(C)(=O)=O	-12	0.018	38	i	-0.17	0.33	0.37	-2%	-10	30	2.1	3%	1199	i	1.4	0.2	i	1.7
10	Cc1nc(NC(=O)CSc2nnc(Cn3nnc4ccccc43)n2C)sc1C	-2	-1.1	3	i	-0.12	1	2.1	3%	-5	13	7.5	-1%	996	i	2.5	1.8	i	1.5
11	O=C1NC(=O)/C(=C/c2cccc([N+](=O)[O-])c2)N1	·	0.87	·	·	-0.28	-0.59	-0.39	5%	·	38	·	1%	1175	i	·	2.3	i	·
12	c1ccc(OCCCCn2cnc3ccccc32)cc1	7	1.3	-3	i	-0.27	-0.57	-1.1	11%	8	30	3.8	1%	·	i	2.0	·	i	3.5
13	COc1cc2c(c(OC)c1)C(c1ccncc1)CC(=O)N2 (stereo unspecified)	5	0.27	5	i	-0.13	-0.41	-1.2	-3%	6	36	2.3	-2%	1066	i	1.1	0.5	i	2.4
14	COc1ccc(Nc2ncc3c(n2)CC(c2ccc(OC)cc2)CC3=O)cc1 (stereo unspecified)	-6	1.3	16	i	-0.27	0.25	0.49	1%	2	22	22	10%	·	i	0.1	·	i	2.8
15	CCOc1ccc(N=Cc2c(C)[nH]n(-c3nc4ccccc4[nH]3)c2=O)cc1	10	-0.33	55	i	-0.14	-0.12	-0.14	-5%	52	32	4.1	-11%	1027	i	3.4	0.3	i	3.6
16	COc1cccc(C(=O)Nc2cccc(-c3ccc4nncn4n3)c2)c1OC	4	-0.26	-10	i	-0.09	-0.28	-0.61	8%	-14	33	6.5	7%	·	i	2.8	·	i	1.9
17	COC(=O)C1C(c2ccccc2)C=CC(c2ccccc2)C1C(=O)O (stereo unspecified)	·	0.18	·	·	-0.21	0.27	0.17	1%	·	27	·	3%	1345	i	·	-1.5	i	·
18	Cc1ccc(CNC(=O)C(=O)NCCCn2ccnc2)cc1	1	1.2	-6	i	-0.27	-0.78	-0.27	9%	4	23	6.3	2%	·	i	2.0	·	i	2.9
19	COCCNC(=O)C(=O)Nc1cccc(Br)c1	3	1.1	4	i	-0.17	-0.53	-1.5	7%	8	42	6.3	1%	1244	i	1.7	-2.4	i	1.4
20	Cc1ccc2nc(C(F)(F)F)c(C#N)c(N)c2c1	-2	0.011	-3	i	-0.056	0.42	0.41	-9%	40	51	1.5	7%	·	i	3.4	·	i	4.7
21	C[C@@H]1C(=O)O[C@H]2[C@H]1CC[C@@]1(C)C(=O)C=C[C@@](C)(O)[C@H]21	·	0.27	·	·	-0.74	0.072	0.049	-4%	·	40	·	-2%	1181	i	·	0.8	i	·
22	Cc1cc(C)c(C#N)c(SCc2nnc(-c3ccccc3[N+](=O)[O-])o2)n1	20	0.36	19	i	-0.37	-0.56	0.073	2%	8	56	5.5	4%	1463	i	1.4	1.1	i	1.5
23	Cc1ccc(S(=O)(=O)Nc2nc(C)c(C(=O)NN)s2)cc1	·	1.3	·	·	-0.25	-0.12	-0.98	19%	·	26	·	13%	1279	i	·	0.5	i	·
24	COc1ccc(C2C(C(=O)N3CCCC3)c3cc(OC)c(OC)cc3C(=O)N2C)cc1OC (stereo unspecified)	1	-0.98	5	i	-0.074	1.4	1.6	9%	1	48	3.3	0%	1079	i	2.0	-0.9	i	7.5
25	O=C(/C=C/c1ccco1)Oc1cccc2cccnc12	·	0.6	·	·	-0.24	-0.18	0.16	3%	·	50	·	-1%	1282	i	·	0.4	i	·
26	Cc1cccc(-n2cnc(C(=O)N3CCN(C)CC3)c2)n1	9	0.23	6	i	-0.25	0.12	-0.0086	-1%	6	15	3.0	4%	1390	i	1.5	-0.2	i	1.3
27	O=C(NCc1ccc2c(c1)OCO2)c1cc(-c2ccccc2)on1	-2	0.62	10	i	-0.25	-0.7	-1	-12%	1	26	7.1	-1%	1001	i	3.8	-0.8	i	4.3
28	COC(=O)c1ccc(-n2nnnc2SCc2nn[nH]n2)cc1	-14	0.44	6	i	-0.24	-0.14	-0.33	-13%	8	19	2.7	1%	1068	i	2.8	-0.9	i	3.5
29	Cc1cccc(C)c1NC(=O)CSc1nnc([C@@H]2CCCN2C(=O)OC(C)(C)C)o1	13	-0.35	-1	i	-0.16	0.2	-0.35	-8%	0	18	6.3	3%	951	i	3.3	-1.6	i	1.9
30	COc1ccc(-c2cc3nc4n(c(=O)c3s2)CCC4)cc1	11	1	8	i	0.22	-0.16	-0.93	-12%	2	36	6.7	1%	·	i	2.2	·	i	2.3
31	CC(CS(=O)(=O)c1cccc2cccnc12)N1CCCCC1 (stereo unspecified)	-11	0.84	-2	i	-0.18	0.14	-0.23	7%	-5	18	12	4%	1191	i	2.5	-0.9	i	3.7
32	Cc1ccc(-c2cc(C(=O)N3CCOCC3)c3ccccc3n2)cc1	-4	0.41	12	i	-0.27	-0.6	-0.91	-16%	-12	10	6.7	-5%	1072	i	1.0	-0.4	i	2.9
33	CC(C)C(C(=O)Nc1ccc2c(c1)OCCO2)N1C(=O)c2ccccc2C1=O (stereo unspecified)	-8	1.5	9	i	-0.25	-0.36	-0.7	1%	4	43	6.0	6%	1021	i	2.1	1.3	i	2.4

High-throughput results (PubChem BioAssay)
